ERG-DNA inh = qHTS for Small Molecule Inhibitors of the ERG Ets/DNA interaction; Transcriptional regulator ERG (Homo sapiens), P11308; fluorescence polarization, His-ERG Ets domain / labelled DNA; Potency, µM (highest dose often 76.9 µM), for inactives: at the top dose FP activity, negative = inhibition, hits mostly inhibitors; actives 0.028% (n = 370,000); AID 624246, 2012; active = well fitted inhibition curve with a large enough effect in the polarisation, with a control signal flat; inconclusive = small, poorly fitted or top-dose-only effect, or effect the other way, or a change in a side signal; inactive = no such curve, though single readings can be large or run the other way; the % refers to the polarisation;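 also: polarization taken with two DNA probes labelled with fluorescein and Texas red; potency is read from the fitted curve at half-maximal effect; % of control where 0% means no effect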
Target sequence (P11308 whole entry, looked up, the tested form may be a part): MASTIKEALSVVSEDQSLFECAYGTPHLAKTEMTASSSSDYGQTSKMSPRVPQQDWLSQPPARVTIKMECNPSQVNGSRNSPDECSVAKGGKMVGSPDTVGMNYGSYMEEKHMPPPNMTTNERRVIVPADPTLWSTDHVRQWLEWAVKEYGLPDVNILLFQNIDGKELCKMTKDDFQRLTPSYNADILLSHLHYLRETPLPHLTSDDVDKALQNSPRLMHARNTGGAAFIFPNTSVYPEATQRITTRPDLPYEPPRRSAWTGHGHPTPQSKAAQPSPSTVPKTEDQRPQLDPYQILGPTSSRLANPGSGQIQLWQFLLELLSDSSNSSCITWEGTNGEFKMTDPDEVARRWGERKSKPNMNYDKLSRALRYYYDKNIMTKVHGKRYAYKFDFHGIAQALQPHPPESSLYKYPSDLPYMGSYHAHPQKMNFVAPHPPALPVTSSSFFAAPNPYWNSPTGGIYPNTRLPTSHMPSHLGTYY
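His-tagged ERG Ets domain (1 uM in the protein solution; 300mM KCl, 50mM Tris-HCl, 1mM EDTA, 1mM DTT, pH 7.5) received compound, then a probe mix of 5 nM fluorescein-DNA and 100nM Texas-615-DNA. Fluorescence polarization was read for both dyes.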
G9a block = qHTS Assay for Inhibitors of Histone Lysine Methyltransferase G9a; G9a H3K9 monomethylation, AlphaScreen, 2 h; actives 8.8% (n = 350,000); Potency, µM (highest dose often 102 µM), inactives show at the top dose activity, negative = inhibition, most hits filed as inhibitors; Histone-lysine N-methyltransferase EHMT2 (Homo sapiens), Q96KQ7; also: potency is read from the fitted curve at half-maximal effect; % is scaled to controls: 0 for no effect and ±100 for the full control effect; nearly all actives have a fitted effect of over 75% in size
Target sequence (Q96KQ7 913-1193 limits assumed): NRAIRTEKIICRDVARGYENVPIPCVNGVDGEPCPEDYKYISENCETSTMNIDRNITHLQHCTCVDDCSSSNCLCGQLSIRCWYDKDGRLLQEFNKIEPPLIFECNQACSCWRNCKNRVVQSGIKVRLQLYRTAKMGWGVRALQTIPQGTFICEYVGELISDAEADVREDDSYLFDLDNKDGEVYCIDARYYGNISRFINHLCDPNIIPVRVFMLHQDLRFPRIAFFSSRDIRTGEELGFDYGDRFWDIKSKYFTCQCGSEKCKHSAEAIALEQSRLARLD
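AlphaScreen read-out: biotin-H3K9 peptide (500 nM) methylation by 20 nM enzyme with 20 uM SAM, 2 h at room temperature after 15 min compound preincubation; anti-monomethyl H3K9 antibody plus donor/acceptor beads, 10 min dark.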
HP1b binding inh = HTS for Inhibitors of HP1-beta Chromodomain Interactions with Methylated Histone Tails; actives 0.56% (n = 390,000); Potency, µM (highest dose often 114 µM), without a hit: at the top dose activity change, negative = inhibition, most hits filed as inhibitors; AlphaScreen HP1-beta / biotin-H3K9me3 peptide binding; Chromobox protein homolog 1 (Homo sapiens), P83916; also: potency is read from the fitted curve at half-maximal effect; nearly all actives have a fitted effect of over 70% in size; inactives centre near 23
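AlphaScreen: HP1-beta (50 nM) preformed 30 min with biotin-H3(1-18)K9me3 peptide (50 nM) in PBS pH 7.4, 0.01% Tween-20. Compound added for 30 min at RT, then streptavidin donor/nickel chelate acceptor beads (10 ug/mL) for 30 min.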
JMJD2A Tudor = qHTS Assay for Inhibitors of JMJD2A-Tudor Domain. Lysine-specific demethylase 4A (Homo sapiens), O75164. AlphaScreen JMJD2A-Tudor / H3K4me3 peptide binding. Potency, µM (top dose mostly 114 µM), for inactives: top-dose activity change, negative = inhibition, usual class: inhibitors. actives 4.4% (n = 390,000); also: potency is read from the fitted curve at half-maximal effect; % is scaled to controls: 0 for no effect and ±100 for the full control effect; nearly all actives have a fitted effect of over 50% in size
PI4K2A inh = qHTS for small molecular inhibitors of PI4K2A | activity change, negative = inhibition, % at 76.9 µM | AID 1346378, 2018 | Phosphatidylinositol 4-kinase type 2-alpha (Homo sapiens), Q9BTU6 | purified PI4K2A, ADP-Glo luminescence, 1 h; hits give low values | actives 0.13% (n = 420,000); in the data active = activity change below about -50%; inconclusive = mostly about -30% to -49%;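 also: -100% = wells without enzyme as full effect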
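In this quantitative HTS, ADP production by PI4K2A was quantified luminescently after 1 h at ambient temperature; 100 microM adenosine served as plate-quality control.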
PGK inhibitor = qHTS Assay to Find Inhibitors of Phosphoglycerate Kinase | Potency, µM (titrated, usually from 57.5 µM), for inactives: top-dose activity change, negative = inhibition, usual class: inhibitors | Phosphoglycerate kinase, glycosomal (Trypanosoma brucei brucei), P07378 | PGK/GAPDH coupled, Kinase-Glo luminescence, 60 min | actives 0.043% (n = 380,000); also: potency is read from the fitted curve at half-maximal effect; % is scaled to controls: 0 for no effect and ±100 for the full control effect; nearly all actives have a fitted effect of over 60% in size
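Luminescent ATP detection (Kinase-Glo Plus) follows a 60-minute room-temperature incubation, with wells lacking PGK as controls. Buffer: 100 mM TEA (pH 7.6), 5 mM MgCl2, 0.01% Tween-20. Coupling enzyme GAPDH (100 nM final) supplies unstable 1,3-BPG in-well.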
GLS inh = qHTS for Inhibitors of Glutaminase (GLS) | Glutaminase kidney isoform, mitochondrial (Homo sapiens), O94925 | GLS enzymatic activity, qHTS titration | Potency, µM (top dose mostly 45.5 µM), for inactives: at the top dose activity change, negative = inhibition, hits mostly inhibitors | actives 0.21% (n = 410,000) | AID 624170, 2012; also: potency is read from the fitted curve at half-maximal effect; % is scaled to controls: 0 for no effect and ±100 for the full control effect
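Enzyme dispensed in phosphate buffer (45 mM, pH 8.2, 0.02% Tween-20), compounds pinned in, then 1 mM L-glutamine solution and the glutamate oxidase–HRP–Amplex Red mix added; fluorescence read immediately and again after 30 min at room temperature.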
BAZ2B inh = qHTS Assay for Inhibitors of BAZ2B; Bromodomain adjacent to zinc finger domain protein 2B (Homo sapiens), Q9UIF8; Potency, µM (highest dose often 114 µM), for the others: top-dose activity change, negative = inhibition, most hits filed as inhibitors; AID 504333, 2011; AlphaScreen BAZ2B-H3K14Ac peptide displacement; actives 4.4% (n = 360,000); also: potency is read from the fitted curve at half-maximal effect; % is scaled to controls: 0 for no effect and ±100 for the full control effect; nearly all actives have a fitted effect of over 60% in size
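Protein-peptide AlphaScreen: BAZ2B 50 nM, b-H3K14Ac 50 nM, 1x PBS pH 7.4 + 0.01% Tween-20. Preincubation 30 min RT; cpd 30 min RT (top 110 uM); beads 20 min RT, light-protected.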
Pin1 inh = qHTS Assay to Find Inhibitors of Pin1; actives 0.009% (n = 390,000); Peptidyl-prolyl cis-trans isomerase NIMA-interacting 1 (Homo sapiens), Q13526; Potency, µM (highest dose often 115 µM), for inactives: top-dose activity, negative = inhibition, most hits filed as inhibitors; AID 504891, 2011; Pin1 FP peptide displacement, HiFluor488, 10 min; active = well fitted inhibition curve with a large enough effect in the polarisation, with a control signal flat, not every such curve was filed as active; inconclusive = small, poorly fitted or top-dose-only effect, or effect the other way, or a change in a side signal; inactive = no such curve, though single readings can be large or run the other way; the % refers to the polarisation; also: potency is read from the fitted curve at half-maximal effect; % is scaled to controls: 0 for no effect and ±100 for the full control effect
Target sequence (Q13526 whole entry, looked up): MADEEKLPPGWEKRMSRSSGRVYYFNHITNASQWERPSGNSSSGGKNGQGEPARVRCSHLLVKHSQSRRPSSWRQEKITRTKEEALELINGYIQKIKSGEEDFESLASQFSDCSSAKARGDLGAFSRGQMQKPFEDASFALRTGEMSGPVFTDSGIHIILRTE
Numbers without * were called inactive; i = inactive; u = inconclusive; x = not tested or not shown; & = joins results of further samples; [ ] = remark or other dose. Unless noted, calls follow the shape of the dose curve; as a rule, active = well fitted curve in the direction sought with a large enough effect; inconclusive = small, poorly fitted or top-dose-only effect, or another doubt; inactive = no such curve, though single readings can be large; an effect the other way counts as inactive or inconclusive. Compounds as they come. About 11% of those tested had a hit in this group.

Second line of a record – GLS inh | PI4K2A inh | G9a block | ERG-DNA inh | HP1b binding inh | BAZ2B inh | JMJD2A Tudor | PGK inhibitor | Pin1 inh
COc1ccc(NC(=O)C(NC(C)=O)C(=O)Nc2ccc(F)cc2)cc1 (stereo unspecified)
→ 1% | -5 | 39%[2.33 µM] | 5% | 52%[activator] | -12% | -15% | x | 2%
C=CCC(CC)C(=O)NC(=O)N1CCCc2ccccc21 (stereo unspecified)
→ 3% | 21 | -10%[2.33 µM] | -4% | 30% | 1% | -31% | -1% | 6%
CCOc1ccccc1NC1=C(Cl)C(=O)N(Cc2ccccc2)C1=O
→ -1% | 2 | 5%[12.7 µM] | 0% | -32% | u | -15%[11.4 µM] | -1% | 1%
CCCS(=O)(=O)N1CCCC(C(=O)NCCN(CC)c2ccccc2)C1 (stereo unspecified)
→ 33%[activator] | -19 | x | -12% | 30% | u | -16% | -1% | 6%
Cc1ccc(CSC2=NC(C)(C)Nc3ccccc32)c(C)c1
→ 4% | -18 | 89%[activator][59 µM] | -5% | 224%[activator] | 75%[activator][57.1 µM] | 94%[activator] | 11% | u
N#CCCn1cc(C(CC(=O)c2ccc(Br)cc2)C(=O)O)c2ccccc21 (stereo unspecified)
→ 17% | 0 | u | -8% | 27% | u | -32% | -22% | -7%
CN(C(=O)CC1C(=O)NCCN1Cc1ccccc1F)C1CCOCC1 (stereo unspecified)
→ 2% | -4 | x | -4% | 23% | 19% | -4% | -1% | 2%
COc1cc(CN2CCCN(C)CC2)cc([N+](=O)[O-])c1O
→ -10% | 5 | x | 21% | u | u | 0.89µM* | -6% | -9%
CCCCOc1ccc(C(=O)NN2CCOCC2)cc1
→ 3% | -2 | x | -1% | 28% | x | 8% | i | 0%
O=C(COc1ccccc1Cl)Nc1nc(-c2ccc(F)cc2)ns1
→ -1% | 1 | 9%[59 µM] | 1% | 31% | 0% | -18% | 12% | 3%
COCC(C)n1c(C)cc(C(=O)COC(=O)c2ccc3ncsc3c2)c1C (stereo unspecified)
→ -1% | 2 | u | -2% | u | x | u | 4% | -7%
Cc1cccc(C)c1NC(=O)CN(C1CCCCC1)S(C)(=O)=O
→ 1% | u | x | 18% | 3% | 12% | -6% | 0% | 1%
O=C(c1ccc([N+](=O)[O-])o1)N1CCCCCC1
→ -1% | 4 | x | -2% | 30% | x | -13% | i | -2%
CCOC(=O)N1CCN(S(=O)(=O)c2ccc3c(c2)CCN3C(=O)C2CC2)CC1
→ 1% | 6 | 32%[0.501 µM] | -8% | 26% | -1% | -2% | -2% | 1%
Cc1nn(C)c(Cl)c1NC(=O)OCc1ccccc1
→ x | -3 | -8%[12.7 µM] | 2% | 25% | -1% | 17% | -2% | u
CCOC(=O)CC1C(=O)NCCN1C(=O)NC1CCCCC1 (stereo unspecified)
→ -1% | 11 | 26%[12.7 µM] | 5% | 6% | 3% | -13% | -1% | -9%
Cc1ccc(S(=O)(=O)N2CCCOC2CNC(=O)C(=O)NCc2ccccn2)cc1 (stereo unspecified)
→ -9% | 6 | 30% | -9% | 31% | -17% | -10% | -8% | -3%
Cc1ccc(-n2ncc3c(=O)n(CC(=O)N(C(C)C)C(C)C)cnc32)cc1
→ -10% | -4 | 6% | 10% | 18% | -4% | -11% | -15% | 1%
NCC(O)c1ccc(O)c(O)c1 (stereo unspecified)
→ -21% | 1&-3 | u | -1% | u | x | u | u | -9%
CCOC(=O)C1=C(CS(=O)(=O)c2ccc(F)cc2)NC(=O)NC1c1ccc(OCC)c(OC)c1 (stereo unspecified)
→ -5% | 1 | -19%[59 µM] | 2% | 35% | -25% | -19% | -3% | -2%
CCOC(=O)c1c(NS(C)(=O)=O)sc2c1CCC(C)C2 (stereo unspecified)
→ 4% | -9 | 56µM* | 4% | 4% | u | -35% | -3% | -11%
Nc1c2c(nc3c1CCC3)CCCC2
→ 6% | -2 | -32%[12.7 µM] | x | x | u | x | x | x
Cc1c(C(=O)N2CCOCC2)oc2c1-c1nn(CC(=O)NCc3cccc(Cl)c3)cc1CC2
→ -2% | -4 | -9%[59 µM] | -1% | 10% | u | u | 0% | -2%
O=C(O)c1ccc(C2(c3ccc(C(=O)O)cc3)OC(=O)c3ccccc32)cc1
→ -2% | -4 | x | 7% | 63%[activator] | 12%[0.457 µM] | -9% | i | -3%
Cc1cccc(C)c1NC(=O)C(=O)NCCOc1ccc(Cl)cc1
→ -9% | 4 | 27%[0.501 µM] | -14% | 40%[activator] | 11% | -2% | -8% | u
COc1ccc(N2CCn3c2nc2c3c(=O)n(CCCc3ccccc3)c(=O)n2C)c(OC)c1
→ -4% | 0 | 32µM* | -2% | -14% | u | u | 1% | -2%
CCN(CC)C(=O)CSc1nc2cc(S(=O)(=O)N3CCOCC3)ccc2n1CC
→ 1% | 3 | 18% | 3% | 10% | -5% | -14% | i | -3%
C/C(=N\NC(=O)CCc1ccccc1)c1ccc(Br)cc1
→ 9% | 10 | 14% | 6% | 21% | 4% | -14% | -9% | -6%
O=C(Nc1ccccc1N1CCOCC1)c1ccc2c(c1)OCCO2
→ -9% | 5 | x | -3% | 25% | -2% | -12% | -4% | -2%
Cc1nc2n(n1)CC(O)CS2 (stereo unspecified)
→ 3% | 2 | 2% | 3% | 28% | 5% | -26% | 1% | u

Copied from the list:
Reading for CCCCOc1ccc(C(=O)NN2CCOCC2)cc1 in GLS inh: 3%
Reading for Cc1cccc(C)c1NC(=O)CN(C1CCCCC1)S(C)(=O)=O in JMJD2A Tudor: -6%
Reading for Cc1ccc(CSC2=NC(C)(C)Nc3ccccc32)c(C)c1 in JMJD2A Tudor: 94%[activator]

(more compounds)
Second line of a record – GLS inh | PI4K2A inh | G9a block | ERG-DNA inh | HP1b binding inh | BAZ2B inh | JMJD2A Tudor | PGK inhibitor | Pin1 inh
CN(c1ccc(OCC(=O)OCc2nnc(-c3ccccc3)o2)cc1)S(=O)(=O)c1ccc(Cl)cc1
→ 0% | -2 | 13%[2.33 µM] | 12% | 38% | 10% | -2% | -1% | 42%[activator]
CSc1ccc(C2CC(=O)Nc3c2c(=O)n(C)c(=O)n3C)cc1 (stereo unspecified)
→ 37%[activator] | -2 | -1% | -3% | 8% | 2% | -9%[11.4 µM] | i | -8%
Cc1ncsc1CCC(=O)N1CCCC(C(=O)c2cccc(Cl)c2)C1 (stereo unspecified)
→ -3% | 2 | 4%[0.501 µM] | -18% | 30% | -2% | -21% | -5% | -7%
Cc1nc(CCNC(=O)COc2ccccc2)cs1
→ 0% | 0 | -7% | 3% | 38% | -7% | -15% | i | -1%
CSc1ccccc1NC(=O)CN(c1cccc(C)c1)S(C)(=O)=O
→ 0% | 8 | 3% | -5% | 38%[activator] | -9% | -14% | i | 5%
COc1ccc(-c2nsc(SCC(=O)NCC3CCCO3)n2)cc1 (stereo unspecified)
→ 3% | 1 | 7.9µM* | 1% | 22% | -24% | -15% | -11% | -8%
COc1ccc(CC(=O)Nc2ccc(NC(=O)c3ccccc3F)cc2)cc1
→ -11% | -5 | x | -3% | 34% | u | -18% | -7% | 6%
COc1ccc(N2CCN(C(CNC(=O)c3ccc(OC)c(OC)c3)c3cccnc3)CC2)cc1 (stereo unspecified)
→ 32%[activator] | 0 | -30%[59 µM] | 0% | 25% | -7% | -26% | -7% | -7%
O=C(Nc1ccc(O)c(-c2nc3ccccc3o2)c1)C1(c2ccc(Br)cc2)CCCC1
→ 1% | -2 | 97%[activator][59 µM] | -10% | 89%[activator] | 9% | 37%[activator] | -4% | u
Cc1sc2nc(C)n(/N=C/N(C)C)c(=O)c2c1C
→ -1% | -3 | 1%[12.7 µM] | 0% | -4% | -14% | -14% | -1% | -5%
CC12CCC(C(=O)NCc3ccc(Cl)cc3)(OC1=O)C2(C)C (stereo unspecified)
→ -6% | -2 | u | 2% | 3% | 4% | -14% | -7% | -1%
c1ccc2c(c1)OCC(c1nnc3n1-c1ccccc1SC3)O2 (stereo unspecified)
→ 6% | -1 | 2% | -2% | 33% | 0% | -17% | -3% | -1%
Cc1ccc(CSc2nnc(C)c(=O)n2N)cc1
→ 1% | -5 | -30% | -8% | 25% | -17% | -1% | -11% | 3%

Screens from PubChem.
